Screens from PubChem.
MrgX1 allo act: human MrgX1 positive allosteric modulation, primary screen | MrgX1-HEK293, Fluo-4 calcium flux, FDSS; stronger effect = higher value | B-score at 10 µM | actives 0.63% (n = 310,000);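 active = plate-corrected calcium response at least 3 library SD above typical, normal starting fluorescence, not activating the receptor alone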;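 note: compound read alongside a low EC10 to EC30 dose of BAM8-22 agonist; peak minus trough fluorescence over baseline measured at the second addition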
Target sequence (Q96LB2 whole entry, looked up): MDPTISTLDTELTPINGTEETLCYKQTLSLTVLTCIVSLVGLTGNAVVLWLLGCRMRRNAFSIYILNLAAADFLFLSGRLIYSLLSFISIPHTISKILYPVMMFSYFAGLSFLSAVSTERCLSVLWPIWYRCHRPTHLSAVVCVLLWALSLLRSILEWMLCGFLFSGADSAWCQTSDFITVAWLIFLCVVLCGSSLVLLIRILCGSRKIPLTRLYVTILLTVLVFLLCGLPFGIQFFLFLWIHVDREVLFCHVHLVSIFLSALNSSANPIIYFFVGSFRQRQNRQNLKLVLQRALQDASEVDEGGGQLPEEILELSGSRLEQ
TMEM16A inh: blocks the mouse calcium-activated chloride channel TMEM16A; HEK293 TMEM16A/YFP iodide influx fluorescence, ionomycin; normalized B-score (activity score, 25-100; higher = stronger inhibition) at 10 µM; actives 1.2% (n = 310,000); AID 588511;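 active = ratio plate-corrected score three or more library SD toward inhibition, starting fluorescence score within five deviations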;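 note: score derived from kinetic fluorescence span divided by baseline fluorescence per well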
SKKanGAS inh: blocks kanamycin growth of S. pyogenes SKKanGAS strain. BacTiter-Glo, 6 h. inhibition, % at 7.5 µM. actives 1.3% (n = 300,000). AID 1662;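 active = mean replicate score, as percent of positive control median, at least 50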;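 note: strain carries kanamycin resistance gene driven by streptokinase promoter and grows in 40 µg/ml kanamycin; loss of luminescence reflects streptokinase promoter inhibition or plain growth inhibition; 0% = median of DMSO wells and 100% = positive control at its reference dose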
RGS4 inh: inhibitors of human RGS4. P49798. HEK293 M3R/RGS4 inducible, Fluo-4 calcium flux; stronger effect = higher value; triggered by carbachol at its EC20. B-score at 10 µM. actives 0.45% (n = 310,000);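 active = B-score, a plate-corrected calcium signal, over three deviations above library mean, with baseline fluorescence within five deviations of library mean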;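 note: RGS4 expression induced by doxycycline in cells with stable M3 receptor; B-score is computed from the integrated fluorescence ratio over baseline after carbachol; higher B-score means a larger calcium signal and so more RGS4 inhibition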
Target sequence (P49798 whole entry, looked up): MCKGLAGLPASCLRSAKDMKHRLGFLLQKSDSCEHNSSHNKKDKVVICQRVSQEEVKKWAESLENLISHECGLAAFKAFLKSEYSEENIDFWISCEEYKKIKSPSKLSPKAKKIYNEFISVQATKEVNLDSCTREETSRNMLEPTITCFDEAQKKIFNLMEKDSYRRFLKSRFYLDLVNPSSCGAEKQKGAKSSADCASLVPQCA
MrgX1 ag: human MrgX1 receptor agonism, primary screen; MrgX1-HEK293 cells, Fluo-4 calcium fluorescence, agonist mode; stronger effect = higher value; actives 0.44% (n = 310,000); AID 588627; B-score at 10 µM;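 active = calcium response B-score plate-corrected fluorescence ratio at least 3 library SD, with starting fluorescence B-score inside 5 SD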
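Test system: HEK293 cells stably expressing human MrgX1 receptor; Input: fifteen thousand cells per well; Dosing: compound delivered in addition one of three; Schedule: overnight seeding, then 1 h dark dye loading; Technique: Fluo-4 NW calcium fluorescence; Measure: B-scored fluorescence response ratio; Controls: positive and negative controls per plate.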
TRPC6 activator: mouse TRPC6 channel activation | Q61143 | HEK293-TRPC6 membrane potential dye fluorescence; stronger effect = higher value | B-score at 10 µM | actives 0.13% (n = 310,000) | AID 2550;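 active = B-score of the integrated fluorescence ratio above library mean plus 3 SD, and starting fluorescence ratio within library mean plus 5 SD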;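 note: higher score means more depolarization so channel activation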
TRPC6 inh: mouse TRPC6 channel inhibition; Q61143; HEK293-TRPC6, membrane potential dye, ACh-evoked depolarization; stronger effect = lower value; B-score at 10 µM; actives 1.1% (n = 310,000); AID 2553;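 active = B-score under library mean minus 3 SD, initial fluorescence not abnormally high, positive integrated signal ratio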;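 note: B-score derived from integrated fluorescence ratio over the kinetic read; more negative B-score means stronger inhibition of depolarization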
RGS4 pot: potentiators or activators of RGS4 | AID 463111 | actives 0.92% (n = 310,000) | HEK293 M3R/inducible RGS4, carbachol calcium flux Fluo4; stronger effect = lower value | B-score at 10 µM;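 active = B-score of the integrated calcium signal more than 4 SD below the library mean, with starting fluorescence not abnormally high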;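 note: negative B-score means reduced calcium response which marks RGS4 activation or potentiation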
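Assay system: HEK293 FlpIn-TREx cells, stable M3R, doxycycline-inducible RGS4 / Probe or stimulus: carbachol, ECmax concentration / Times: overnight RGS4 induction, 30 min dye load 37 °C, 20 min compound RT / Signal: kinetic calcium fluorescence imaging with Fluo4-AM dye, 2 µM / Measure: Agonist-evoked peak-minus-minimum fluorescence over baseline, integrated ratio, B score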
TMEM16A act: activates or potentiates the mouse TMEM16A chloride channel; Q8BHY3; HEK293 TMEM16A/YFP-H148Q/I152L, iodide quench fluorescence; stronger effect = lower value; B-score at 10 µM; actives 0.3% (n = 340,000); AID 623877;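 active = fluorescence-ratio B-score plate-corrected deviation score at least 3 library SD below zero, with starting fluorescence score within 5 deviations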;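 note: channel opened by trigger with iodide after compound preincubation; score built on the fluorescence ratio of max minus min over baseline; more negative score means more quench and so TMEM16A activation or potentiation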
HDAC3 inhib: inhibitors of human histone deacetylase 3. recombinant HDAC3, fluorogenic peptide/trypsin coupled, fluorescence. inhibition, % at 8.3 µM. actives 0.15% (n = 320,000); in the data active = inhibition above about 26%, passing the limit was not always enough
Target sequence (O15379 whole entry, looked up): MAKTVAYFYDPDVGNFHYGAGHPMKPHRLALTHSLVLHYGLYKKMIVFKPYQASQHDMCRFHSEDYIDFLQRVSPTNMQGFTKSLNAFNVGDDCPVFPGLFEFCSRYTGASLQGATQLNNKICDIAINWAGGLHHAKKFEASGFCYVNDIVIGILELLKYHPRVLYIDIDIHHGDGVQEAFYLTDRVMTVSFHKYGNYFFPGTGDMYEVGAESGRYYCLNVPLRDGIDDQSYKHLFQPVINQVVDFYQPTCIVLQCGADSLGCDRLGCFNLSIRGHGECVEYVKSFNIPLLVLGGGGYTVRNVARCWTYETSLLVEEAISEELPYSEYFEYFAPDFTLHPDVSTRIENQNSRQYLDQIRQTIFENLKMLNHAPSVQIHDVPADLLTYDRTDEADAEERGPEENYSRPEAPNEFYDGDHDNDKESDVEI
MrgX1 antagonist: human MrgX1 receptor antagonism, primary screen; Q96LB2; MRGX1-HEK293 calcium flux, Fluo-4, BAM8-22 antagonism; stronger effect = lower value; B-score at 10 µM; actives 1.3% (n = 310,000); AID 588676;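 active = calcium-response B-score plate-corrected more than 3 library SD below zero, starting fluorescence within 5 deviations, no agonist response on first addition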;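 note: peak minus trough fluorescence over baseline after final BAM8-22 challenge near maximal dose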
* hit, by the source's call; i = inactive; / = not tested or not shown.

Molecule	MrgX1 allo act	TMEM16A inh	SKKanGAS inh	RGS4 inh	MrgX1 ag	TRPC6 activator	TRPC6 inh	RGS4 pot	TMEM16A act	HDAC3 inhib	MrgX1 antagonist
CC(C)[C@H](NS(=O)(=O)c1cccc(C(F)(F)F)c1)C(=O)OCC(N)=O	i	i	/	i	i	i	i	i	i	0	i
Cc1ccc(CNC(=O)CCC(=O)Nc2nnc(C(C)C)s2)cc1	i	i	12	i	i	i	i	i	i	0	i
COc1ccc(-c2cn(Cc3ccc(C(N)=O)cc3)c(CCN)n2)cc1	i	i	/	/	i	/	/	/	i	0	i
COc1ccc2c(O)c(-c3c(C)cc(C)cc3C)c(=O)[nH]c2c1	i	i	-1	i	i	i	i	i	i	-12	i
CCC(C)N(CCNC(=O)c1ccc(NC2=NC3CS(=O)(=O)CC3S2)cc1)Cc1ccco1 (stereo unspecified)	i	i	0	i	i	i	i	i	i	4	i
O=S(=O)(/N=C(/Nc1ccc(Cl)c(S(=O)(=O)N2CCOCC2)c1)c1ccc(F)cc1)c1ccccc1	i	i	6	i	i	i	i	i	i	-18	i
Cc1ccc(N=c2c([N+](=O)[O-])nn(-c3ccc4c(c3)OCCO4)n2O)c(Cl)c1	i	i	9	i	i	i	i	i	/	5	i
CC(=O)c1sc(NC(=O)c2ccco2)nc1-c1ccccc1	i	i	-9	i	i	i	i	i	i	4	i
CCOc1ccc(Cc2c(Cl)nc(N)nc2Cl)cc1	i	i	12	i	i	i	i	i	i	-4	i
NC(=O)Nc1ccc(C(=O)OCC(=O)Nc2ccc([N+](=O)[O-])cc2C(F)(F)F)cc1	i	i	9	i	i	i	i	i	i	-5	i
CC1=NN(c2ccccc2)C(=O)/C1=C/c1ccc(-c2ccc(C)c(C(=O)O)c2)o1	i	i	9	17*	i	i	i	i	i	2	i
O=C(c1ccccn1)N1CCN(S(=O)(=O)c2ccc3ccccc3c2)CC1	i	i	4	i	i	i	i	i	i	-1	i
CC(OC(=O)/C=C/c1ccc2ccccc2n1)C(=O)Nc1ccc(S(N)(=O)=O)cc1 (stereo unspecified)	i	i	1	i	i	i	i	i	i	0	i
CSc1nnc(-c2sc(-c3ccccc3)nc2C)n1C	i	i	-1	i	i	i	i	i	i	-19	i
CC(C)Sc1nc(SCC(=O)NCc2ccco2)c2c3c(sc2n1)COC(C)(C)C3	i	i	36	i	i	i	i	i	i	6	i
N#C/C(=C\C=C\c1ccccc1[N+](=O)[O-])c1nc(-c2ccc3c(c2)OCO3)cs1	i	i	-2	i	i	i	i	i	i	0	i
Cc1ccc(SCCN2CCN(C)CCC2=O)cc1	/	/	-8	i	/	i	i	i	i	/	/
O=C(NCCc1ccccc1)c1ccccc1SCC(=O)N1CCCC1	i	i	-7	i	i	i	i	i	i	-5	i
CCOc1cccc2c1OC(c1cc(OC)c(OC)c(OC)c1)N1N=C(c3ccc(C)o3)CC21 (stereo unspecified)	i	i	-3	i	i	i	i	i	i	1	-5.8*
CCOc1ccccc1C1C(C(N)=O)=C(C)Nc2nc(-c3ccc(OC)cc3)nn21 (stereo unspecified)	i	i	14	i	i	i	i	i	i	0	i

(listing goes on)
Molecule	MrgX1 allo act	TMEM16A inh	SKKanGAS inh	RGS4 inh	MrgX1 ag	TRPC6 activator	TRPC6 inh	RGS4 pot	TMEM16A act	HDAC3 inhib	MrgX1 antagonist
CC(OC(=O)Cc1c[nH]c2ccccc12)C(=O)Nc1ccc(S(N)(=O)=O)cc1 (stereo unspecified)	i	i	-10	i	i	i	i	i	i	21	i
CCn1ncc(/C=N\NC(=O)COc2cc(C)cc(C)c2)c1C	i	i	-1	i	i	i	i	i	i	-1	i
COc1cc(C(=O)N(CCN(C)C)CC2CCCN(Cc3ccccc3F)C2)ccc1C (stereo unspecified)	i	i	-2	i	i	i	i	i	i	-2	i
Cc1ccc2nc(SCC(=O)c3ccc(O)cc3O)[nH]c2c1	i	i	9	i	i	i	i	i	i	-2	i
CC(Oc1ccc(Cl)cc1Cl)C(=O)NNC(=O)C(=O)N1CCCCC1 (stereo unspecified)	i	i	-6	i	i	i	i	i	i	-2	i
CCOc1ccc(OCc2ccc(C(=O)N3CCCCC3)o2)cc1	i	i	-1	i	i	i	i	i	i	/	i
COC(=O)CC1C(=O)NCCN1C(=O)CSc1nnc(Nc2ccc(C)cc2)s1 (stereo unspecified)	i	i	-10	i	i	i	i	i	i	10	i
COc1cccc(C(=O)Nc2cccc(C(=O)NC3=NN(c4c(Cl)cc(Cl)cc4Cl)C(=O)C3)c2)c1	i	i	27	i	i	i	i	i	i	-2	i
N#Cc1cc2c(ccc3ccccc32)oc1=O	i	i	-5	i	i	i	i	i	i	-9	i
COc1ccc(CCNC(=O)CC2(CC3=NS(=O)(=O)c4ccccc4N3)CCCC2)cc1OC	i	i	11	i	i	i	i	i	i	2	i
CCOC(=O)N1CCN(C(=O)CSc2nnc(-c3ccccc3OC)o2)CC1	i	i	1	i	i	i	i	i	i	8	i
Cc1cc(C(=O)NC2CCC(C)CC2)c(C)o1 (stereo unspecified)	i	i	0	i	i	i	i	i	i	1	i
O=C(CN1C(=O)COc2ccccc21)N1CCN(c2ccccc2F)CC1	i	i	-7	i	i	i	i	i	i	0	i
CCn1c(N)c(C(=O)NC)sc1=S	i	100*	-3	i	i	i	i	i	i	12	i
O=C(N/N=C/c1ccncc1)c1cc(C2CC2)nc2ccccc12	i	i	0	i	i	i	i	i	i	4	i
CCN(CCn1cccn1)C(=O)c1cc(COc2ccccc2SC)on1	i	i	9	i	i	i	i	i	i	4	i
COc1cc(OCC(=O)NC(C)C)cc2c1C(=O)O[C@@H](C)CCCC(=O)CCCCC2	i	i	-5	i	i	i	i	i	i	-1	i
COC(=O)c1cc(N2C(=O)C3C(C2=O)C2(C)C=CC3(C)O2)ccc1Cl (stereo unspecified)	i	i	-7	i	i	i	i	i	/	1	i
NNC(=O)c1nn(-c2ccc(Cl)cc2)ccc1=O	i	i	-15	i	i	i	i	i	i	-6	i
Cc1nnc(SCC(=O)NC2CCS(=O)(=O)C2)n1Cc1ccccc1 (stereo unspecified)	i	i	-9	i	i	i	i	i	i	2	i

Later entries
Molecule	MrgX1 allo act	TMEM16A inh	SKKanGAS inh	RGS4 inh	MrgX1 ag	TRPC6 activator	TRPC6 inh	RGS4 pot	TMEM16A act	HDAC3 inhib	MrgX1 antagonist
CCCN(CC(=O)Nc1ccc(F)c(F)c1F)C(=O)C1CC(=O)N(Cc2ccccc2)C1 (stereo unspecified)	i	i	2	i	i	i	i	i	i	2	i
O=C(CCc1nc(-c2ccccc2F)no1)NCCN1CCN(Cc2ccccc2)CC1	i	i	-1	i	i	i	i	i	i	-3	i
COc1ccc(-c2noc(CN3CCN(c4ccccc4F)CC3)n2)cc1OC	i	i	-8	i	i	i	i	i	i	7	i
Clc1nc(NCCN2CCOCC2)nc(NCc2ccccc2)n1	i	i	-22	i	i	i	i	i	i	9	i
Cc1noc(C)c1COc1ccc(C(=O)OCC(=O)Nc2ccc3c(c2)OCO3)cc1	i	i	-10	i	i	i	i	i	i	-7	i
CSc1nc2ccc(NC(=O)C3CCCO3)cc2s1 (stereo unspecified)	i	i	-2	i	i	i	i	i	i	-2	-6.8*
CSCCC(NS(=O)(=O)c1ccc2ccccc2c1)C(=O)O (stereo unspecified)	i	i	10	i	i	i	i	i	i	3	i
Cc1cc(C)n2cc(CSc3ncn[nH]3)nc2n1	i	i	-13	i	i	i	i	i	i	-39	i
CC(NC(=O)c1ccc(CS(C)(=O)=O)cc1)c1ccc(-c2ccccc2)cc1 (stereo unspecified)	i	i	1	i	i	i	i	i	i	2	i
O=C(CS(=O)(=O)c1ccccc1)Nc1ccc(Cl)cn1	i	i	2	i	i	i	i	i	i	2	i
CN(C)C(=O)NC(NC(=S)Nc1ccccc1)C(Cl)(Cl)Cl (stereo unspecified)	i	i	0	i	i	i	i	i	i	11	i
COc1ccc(NC(=O)Nc2ccc(N(C)C)cc2)cc1	i	i	-1	i	i	i	i	i	i	-3	i
CC(=O)c1cnn(-c2ccc(Cl)cc2)c1C	i	i	-4	i	i	i	i	i	i	1	i
COc1ccc(CC(=O)NCc2nnc(SCC(=O)Nc3cccc(F)c3)n2C)cc1	i	i	3	i	i	i	i	i	i	-4	i
Cc1noc(C)c1C(=O)OCC(=O)NC1CC1	i	i	-1	i	i	i	i	i	i	8	i
Nc1c(C(=O)NCCN2CCOCC2)c2nc3ccccc3nc2n1-c1ccccc1	i	i	2	i	i	i	i	i	i	-68	i
NNC(=O)CN1C(c2ccccc2)=Nc2ccc(Br)cc2C1c1ccccc1 (stereo unspecified)	i	i	7	i	i	i	i	i	i	1	i
CCOC(=O)c1cc(-c2ccc(OC)cc2)n[nH]1	i	i	-8	i	i	i	i	i	i	5	i
CCc1ccc2[nH]c(=O)c(CN(CCCN3CCOCC3)C(=O)Nc3ccc(Cl)cc3)cc2c1	i	i	-1	i	i	i	i	i	i	9	i
COc1ccc(C2NC(=O)NC(C)=C2C(=O)OC2CCCC(C)C2)cc1 (stereo unspecified)	i	i	2	i	i	i	i	i	i	4	i

Looked up above.
For SKKanGAS inh, CC(NC(=O)c1ccc(CS(C)(=O)=O)cc1)c1ccc(-c2ccccc2)cc1 (stereo unspecified) is listed with 1
For HDAC3 inhib, CN(C)C(=O)NC(NC(=S)Nc1ccccc1)C(Cl)(Cl)Cl (stereo unspecified) is listed with 11

Next part
Molecule	MrgX1 allo act	TMEM16A inh	SKKanGAS inh	RGS4 inh	MrgX1 ag	TRPC6 activator	TRPC6 inh	RGS4 pot	TMEM16A act	HDAC3 inhib	MrgX1 antagonist
Cc1ccc(-c2nnc(N3CCCCC3)c3ccccc23)cc1S(=O)(=O)N(C)C	i	i	-1	i	i	i	i	i	i	-1	i
COc1ccc2[nH]c(C(=O)N3CCN(Cc4ccccc4)CC3)cc2c1OC	i	i	-11	i	i	i	i	i	i	-1	i
O=C1NC2=C(C(=O)OC2)C(c2ccc(OC(F)(F)F)cc2)N1 (stereo unspecified)	i	i	-5	i	i	i	i	i	i	-1	i
COc1ccccc1NC(=S)NCCc1ccc(F)cc1	i	i	4	i	i	i	i	i	i	0	i
